# Screening data from PubChem BioAssay.
# DYRK1A inh – blocks rat Dyrk1A kinase activity; ADP-Glo luminescence, NFATc1 peptide; inhibition, % at 12.5 µM; hit rate 0.43% among 310,000; AID 504441; in the data active = inhibition above about 50%;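 also: plate controls were vehicle with enzyme for no effect and no enzyme for full effect; many of its hits are not listed in these tables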
# Platelet DG rel – modulates dense granule release in human platelets; AID 1663; hit rate 0.22% among 300,000; human platelet-rich plasma, SFLLRN dense granule ATP release, luminescence; inhibition, %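 (compounds screened at 7.5 µM in platelet-rich plasma)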;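 active = mean replicate score, as percent of positive control, at or above 50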
# IEC-6 tox – counter-screen for KLF5 inhibitors: cytotoxicity in IEC-6 cells | IEC-6 cytotoxicity, luminescence viability | AID 1825 | hit rate 0.78% among 290,000 | inhibition, % at 5 µM; in the data active = inhibition above about 22%;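 also: 0% = plate median of test compound wells and 100% = cytotoxic reference compound wells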
# HSP90 inh – blocks HSP90-mediated luciferase refolding in reticulocyte lysate; Rabbit reticulocyte lysate, luciferase refolding luminescence, 3 h; inhibition, % at 5.6 µM; hit rate 0.91% among 290,000; AID 1789;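 active = inhibition above the screen-wide mean plus 3 SD, computed separately per campaign, cut at about 16% in these data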;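 also: 0% = DMSO wells and 100% = 60 µM geldanamycin wells; inhibitors lower the luminescence because luciferase stays unfolded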
# HSF1 inhib – HSF1 inhibition; NIH3T3-HGL HSE-luciferase, MG132-induced, luminescence 8 h; active compounds read low; activity change, negative = inhibition, % at 7.5 µM (by protocol); hit rate 0.77% among 300,000; AID 2098;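 active = more than half of replicate wells show activity change below -50%, luminescence cut by over half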;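 also: luciferase reports HSF-1 transcriptional activity via heat shock element; 0% = median of DMSO wells and -100% = zero luminescence signal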
# GSK3 alpha inh – blocks human GSK-3 alpha kinase. P49840. ADP-Glo luminescence, 60 min. inhibition, % at 10 µM. hit rate 0.1% among 320,000. AID 2650;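 in the data active = inhibition above about 50%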;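 also: GST-tagged GSK-3 alpha with peptide substrate and 25 µM ATP; 0% = DMSO neutral wells and 100% = GW8510 positive control wells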
# Target sequence (P49840 whole entry, looked up): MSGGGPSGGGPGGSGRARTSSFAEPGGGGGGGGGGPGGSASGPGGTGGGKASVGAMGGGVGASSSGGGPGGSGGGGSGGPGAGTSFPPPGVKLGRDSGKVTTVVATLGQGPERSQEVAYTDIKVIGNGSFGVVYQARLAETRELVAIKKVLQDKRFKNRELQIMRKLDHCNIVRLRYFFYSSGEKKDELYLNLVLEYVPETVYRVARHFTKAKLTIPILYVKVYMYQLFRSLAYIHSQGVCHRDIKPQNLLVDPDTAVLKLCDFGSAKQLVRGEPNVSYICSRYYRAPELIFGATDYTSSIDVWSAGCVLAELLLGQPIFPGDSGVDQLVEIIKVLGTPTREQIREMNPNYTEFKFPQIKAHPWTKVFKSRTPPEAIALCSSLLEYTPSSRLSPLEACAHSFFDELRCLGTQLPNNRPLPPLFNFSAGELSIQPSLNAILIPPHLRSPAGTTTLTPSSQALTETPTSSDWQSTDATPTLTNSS
# HSF1 activator – increases HSF-1 driven luciferase reporter signal. hit rate 1.7% among 300,000. NIH3T3-HGL HSF-1 luciferase reporter, MG132, 8 h; 100% = twice DMSO control signal. activation, % at 9 µM;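 active = mean replicate activation of at least 50% with a set share of replicates each reaching 50%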;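 also: 0% = median of the neutral control wells and 100% = twice that signal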
# aSyn UTR inh – 5' untranslated region of α-synuclein, MLPCN primary screen; alpha-synuclein 5'UTR reporter, inhibitor activity; inhibition, % (tested at 7.5 µM); hit rate 0.82% among 300,000; AID 1813; in the data active = inhibition above about 60%;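 also: H4 neuroglioblastoma cells stably carrying SNCA 5'UTR luciferase fusion; 0% = DMSO wells and 100% = positive control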
# KLF5 inh – suppresses KLF5 promoter-driven expression; inhibition, % at 5 µM; hit rate 0.23% among 290,000; AID 1700; DLD-1 KLF5 promoter-luciferase reporter, luminescence;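 active = inhibition above a per-plate limit of that plate's mean compound inhibition plus 3 SD, cut at about 60% in these data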;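 also: 0% = DMSO wells and 100% = LY294002 at 200 µM; higher means less KLF5 promoter-driven luciferase light; inactives centre near -14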
# GSK3B inh – human GSK3beta kinase inhibition; activity score (negative = inhibition), % at 10 µM; GST-GSK3beta kinase, ADP-Glo luminescence, 60 min; active compounds read low; P49841; hit rate 0.038% among 300,000; AID 2097;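 active = more than half of replicate wells score below -50%, meaning over 50% inhibition versus plate controls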;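 also: 0% = median DMSO wells and -100% = median GW8510 positive control wells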
# Target sequence (P49841 whole entry, looked up): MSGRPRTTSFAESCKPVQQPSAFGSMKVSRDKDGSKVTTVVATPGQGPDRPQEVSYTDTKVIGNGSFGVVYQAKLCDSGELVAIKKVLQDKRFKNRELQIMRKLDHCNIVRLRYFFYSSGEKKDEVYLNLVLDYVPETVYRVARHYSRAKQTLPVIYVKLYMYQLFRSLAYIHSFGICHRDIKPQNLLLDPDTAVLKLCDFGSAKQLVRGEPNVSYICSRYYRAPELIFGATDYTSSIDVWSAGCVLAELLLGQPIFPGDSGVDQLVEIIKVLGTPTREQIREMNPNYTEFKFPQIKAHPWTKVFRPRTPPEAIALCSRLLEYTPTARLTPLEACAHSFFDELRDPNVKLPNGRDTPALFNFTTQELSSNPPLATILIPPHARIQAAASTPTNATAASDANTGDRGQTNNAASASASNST
#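 Test system: GST-tagged human GSK3beta kinase, cell-free; evaluation: activity score scaled between in-plate DMSO and GW8510 controls; measured by: ADP-Glo luminescence; incubation: 60 min reaction, RT; benchmarks: DMSO and 20 µM GW8510; reagent: peptide substrate plus 25 µM ATP (final); medium: Tris/MgCl2 kinase buffer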
# Active calls of the source: *; · = no result given.
SMILES,DYRK1A inh,Platelet DG rel,IEC-6 tox,HSP90 inh,HSF1 inhib,GSK3 alpha inh,HSF1 activator,aSyn UTR inh,KLF5 inh,GSK3B inh
CC(C)CCNC(=S)Nc1ccc(Br)cc1,9.2,-10.2,-0.4,-4.1,20.1,·,24.6,-69.2,-31.9,1.0
COc1ccc(C(=O)Nc2ccc(C3(C#N)CCCC3)cc2)cc1OC,3.8,28.3,8.4,-4.2,15.9,0.8,28.7,-120.1,-63.8,-0.2
CCOC(=O)C1CCN(C(=S)NC2CCCC2)CC1,-0.3,0.4,-7.3,1.2,6.1,-1.0,13.5,6.7,-36.3,4.2
COc1cccc(CNC(=O)CCCC(=O)NC(C)CCc2ccccc2)c1 (stereo not drawn),-2.5,2.1,-9.5,-3.4,-0.1,-0.3,2.3,9.8,-6.7,4.0
O=C(Oc1ccc(-c2cnc3ccccc3n2)cc1)c1cc([N+](=O)[O-])ccc1Cl,-1.6,-3.9,2.0,-2.3,47.2,-0.6,80.2*,-176.0,-45.4,1.1
CC(=O)c1ccc2c3c(cccc13)CC2,-2.7,-2.2,1.9,1.0,-8.5,-0.5,-4.6,4.8,-12.8,1.0
CC1CCCCN1C(=O)CSc1nnc(-c2cccnc2)o1 (stereo not drawn),5.7,-2.6,-4.8,0.4,1.0,-1.6,4.0,-15.9,-21.1,·
Cc1noc(C)c1S(=O)(=O)Nc1cc(C(F)(F)F)ccc1N1CCOCC1,·,-1.6,0.6,-0.6,8.0,-0.6,39.3,10.0,3.5,4.0
CCOC(=O)c1cccc(NC(=O)c2cc3ccccc3o2)c1,29.7,5.1,-0.2,6.5,9.8,0.3,3.6,-110.3,-82.9,-0.5
Cc1noc(C)c1CSc1nnc(-c2ccccc2F)n1CCc1ccccc1,-4.3,24.1,0.5,1.5,10.6,1.0,14.1,3.9,2.1,0.4
CC(OC(=O)Cc1n[nH]c(=O)c2ccccc12)C(=O)Nc1ccc(F)cc1Cl (stereo not drawn),-4.4,7.6,·,·,-2.1,-3.2,4.6,6.9,·,-0.1
Cn1cnnc1Sc1ccc(CN2CCN(C3CCCC3)C(CCO)C2)o1 (stereo not drawn),2.1,1.6,-3.8,-2.8,-0.3,26.1,9.6,15.6,-4.5,0.0
COc1ccc([N+](=O)[O-])cc1N/C(=N/S(=O)(=O)c1ccccc1)c1ccccc1,3.6,4.7,-3.9,4.2,3.5,1.7,-4.5,-70.0,-12.1,1.3
COc1ccc(NC(=O)Cn2c(-c3ccc(OC)cc3)cn(-c3ccc(C)cc3)c2=O)cc1,-4.0,-1.1,1.1,0.8,3.9,·,-3.6,-23.8,-38.7,0.3
Cc1[nH]n(-c2ccc(Br)cc2)c(=O)c1C=Nc1ccc(S(=O)(=O)Nc2nccs2)cc1,-10.8,2.7,5.4,-1.0,2.5,-2.4,23.3,-23.0,-13.5,1.7
CC1(C)Cc2c(c(-c3ccco3)nc3n[nH]c(N)c23)CO1,21.8,-5.1,-1.5,0.9,-13.1,13.2,-22.9,19.9,-6.1,-1.0
Oc1ccc(-c2nnc(-c3ccccc3)c(-c3ccccc3)n2)cc1,·,6.8,0.4,1.9,9.1,0.5,6.7,-201.3,-15.6,3.5
O=C(CSc1ccc(F)cc1)NNC(=O)c1ccccc1Br,-5.0,-0.6,2.3,-1.5,-9.0,-1.9,-11.4,8.1,-38.0,-2.4
C=CCN1C(c2ccccc2)=CS/C1=C(\C#N)c1nnc2n1CCCCC2,2.9,-7.7,2.1,-4.6,6.5,-0.6,21.1,9.8,-8.4,0.3
O=C(CSc1nn(-c2ccc(F)cc2)c(=S)s1)NC1CCS(=O)(=O)C1 (stereo not drawn),0.9,-1.3,-4.0,2.7,2.2,-0.7,1.7,-13.6,-19.7,-0.5
COC(=O)c1[nH]c2ccc(Br)cc2c1NC(=O)Oc1ccccc1,9.5,7.9,9.9,4.5,0.0,-2.5,3.8,-45.4,-17.2,-5.8
Cc1c(Cl)cccc1NC(=O)Cn1nnc(C(=O)NCc2cccs2)c1N,-3.3,0.0,0.5,1.5,-2.3,1.0,-7.3,5.4,-12.4,1.6
CS(=O)(=O)N1CCCC(C(=O)Nc2ccc3c(c2)OCCO3)C1 (stereo not drawn),5.1,-4.2,2.2,3.7,0.4,-4.9,-1.5,-22.7,-11.6,-6.9
CCCn1c(N)c(C(=O)CSc2nnc(-c3ccco3)n2Cc2ccccc2)c(=O)[nH]c1=O,6.4,2.6,3.1,-0.4,3.7,1.7,-16.5,4.6,-10.3,0.6
O=C1Nc2ccccc2C1=Nc1ccc(S(=O)(=O)Nc2nccs2)cc1,4.4,-2.3,-7.0,2.2,0.8,-1.5,-5.5,-7.3,-14.9,-4.4
O=C(NCCc1cccs1)C1CC1,·,-14.3,4.2,3.8,3.1,-2.0,4.2,-6.3,11.7,0.5
O=S(=O)(NCCc1ccc(Cl)cc1)c1cccc2cccnc12,7.3,6.8,-0.5,1.1,0.5,-1.3,15.4,1.5,-46.5,1.7
CCC1SC(CC)C(=O)N(CC(=O)Nc2ccc3c(c2)OCO3)C1=O (stereo not drawn),0.2,-3.4,-2.0,-2.6,11.4,4.0,52.6*,14.7,-9.1,0.6
c1ccc(OCCCc2nc(-c3ccncc3)no2)cc1,1.4,0.8,-0.2,-0.1,2.6,2.8,3.8,-5.2,-7.5,-2.0
CCN1CCN(c2c(Cl)cccc2NC(=O)c2cc3ccccc3o2)CC1,19.2,-4.0,1.1,-4.2,-6.5,-4.2,-4.0,3.6,-13.5,1.5
CCc1nc(SCc2ccc(F)cc2)n[nH]1,·,0.0,3.3,1.4,-0.1,-0.8,16.1,-6.0,-19.8,-4.4
CCC(C)(C)NC(=O)C(c1ccccn1)N(C(=O)c1csnn1)c1ccc(C)cc1 (stereo not drawn),-8.1,-7.6,-2.7,-0.6,17.3,10.1,33.3,-24.3,11.0,1.6
CCN(c1cccc(C)c1)S(=O)(=O)c1ccc2c(c1)NC(=O)CCS2,1.0,-5.5,-4.2,-0.7,0.5,0.2,5.5,-0.1,-10.4,0.7
OCc1nc2ccccc2n1Cc1c(F)cccc1Cl,-3.5,2.2,-0.6,0.5,3.7,-2.8,-2.6,-18.6,-7.5,-1.5
O=c1c2ccccc2nc(SCc2cn3ccsc3n2)n1-c1ccccc1,1.6,0.5,5.3,2.0,39.1,1.1,64.6*,25.5,-33.2,-1.8
N#Cc1cccc(NC(=O)Cc2ccsc2)c1,·,2.0,-0.9,-3.1,-3.0,0.3,-7.9,-10.5,-13.2,-0.7
Cc1nn(CCO)c(C)c1Oc1ccccc1O,-3.9,3.7,-0.3,-1.4,3.4,-0.3,1.2,-9.8,-12.7,-7.4
CCOC(=O)N1CCN(CCC(=O)Nc2ccccc2)CC1,-4.0,-3.3,-5.3,-0.9,-12.6,-0.3,-0.3,-17.0,-9.9,-0.6
O=C(CN1CCCC1)Nc1ccc(Oc2ccc(NC(=O)CN3CCCC3)cc2)cc1,0.6,-1.2,6.3,-0.3,-0.3,-5.9,14.9,-40.4,-54.6,-2.4
CC(C)NC(=O)COC(=O)c1cc(Br)ccc1Cl,-0.2,-3.6,-4.7,1.3,1.5,0.1,1.1,12.9,-7.8,1.0
Cc1ccccc1N(CC(=O)N1CCCCCC1)S(C)(=O)=O,14.1,-0.4,-6.1,2.3,-4.6,0.9,0.9,-13.9,-22.5,0.5
NC(=O)NCC1CC1,3.6,-12.8,-5.9,0.4,4.1,-5.5,4.7,15.0,-9.8,-1.6
COc1cccc2c1cc1c(=O)n(CC(=O)NCCCc3ccccc3)nc(C)n12,5.2,19.8,-1.2,-0.8,-3.8,-1.5,4.7,-0.1,-29.3,0.9
Clc1ccc(-c2noc(CN3CCOCC3)n2)cc1,-1.7,2.6,-7.4,-2.4,17.5,-3.6,14.4,-86.2,-84.5,-6.4
Cc1ccc(S(=O)(=O)NCCC(=O)Nc2cccc(Cl)c2)cc1,8.0,8.0,-5.8,-4.0,5.9,-0.7,5.2,13.0,-25.3,0.1
C/C(CC(=O)NC12CC3CC(CC(C3)C1)C2)=N\NC(=O)c1cnccn1,-5.2,10.9,7.0,-1.4,5.8,-0.8,8.9,-0.4,-26.4,2.1
O=C(Cn1nnc(-c2ccccc2Cl)n1)N1CCN(S(=O)(=O)c2ccc(Cl)cc2)CC1,-1.6,-2.3,-2.5,-0.4,12.8,-6.6,10.1,13.3,7.5,0.7
COc1ccc(NC(=O)N2CCCCCC2)cc1OC,4.6,-8.9,-7.4,-4.7,-3.2,-1.1,1.4,-9.9,-7.5,-0.7
COC(=O)c1ccc(-c2nc(CN3CCC(C(=O)N4CCOCC4)CC3)c(C)o2)cc1,2.1,-10.6,1.4,15.5,8.2,-1.5,17.5,-6.5,-5.5,0.9
Cc1nc2c(-c3ccc(F)cc3)c(C)nn2c(C)c1CCC(=O)Nc1ccccc1,-2.7,-0.3,1.6,-7.6,·,-2.4,·,24.2,-13.4,-1.3
CCCCn1c(-c2cccc(F)c2)nc2c1c(=O)[nH]c(=O)n2CC(C)C,1.3,1.0,3.0,-0.4,10.0,-0.8,40.5,23.3,2.7,-1.3
Cc1ccc(C2CC(c3cccs3)n3nc(N)nc3N2)cc1 (stereo not drawn),-7.0,1.9,3.8,-0.7,-6.6,-0.1,-23.2,13.0,-45.7,4.1
Brc1ccccc1-c1nnc(CSc2nnnn2-c2ccccc2)o1,7.9,-6.6,-0.5,1.6,5.4,5.7,6.5,-1.6,-16.3,-0.3
CCOC(=O)c1cc(-c2ccncc2)nc2c1c(C)nn2-c1ccccn1,6.8,-1.3,0.8,-1.3,-7.1,5.2,14.4,-25.2,5.6,-2.5
Cc1ccc(S(=O)(=O)N(C)c2ccc3c(ncn3C)c2[N+](=O)[O-])cc1,1.6,-0.6,·,·,-6.0,7.9,6.0,-2.8,·,1.1
CN1CCN(CC(=O)Nc2nc(-c3ccccc3)cs2)CC1,-0.4,-0.7,9.0,1.6,-2.2,0.3,-2.2,-4.8,-4.1,1.0
COC(=O)c1c(NC(=O)C2CC=CCC2C(=O)O)sc(C(N)=O)c1C (stereo not drawn),14.5,0.6,8.4,0.0,-4.4,-1.8,9.2,25.6,-3.4,-0.2
O=c1c2cc(Br)ccc2nc(-c2ccc(Cl)cc2)n1O,-0.9,6.0,1.7,10.2,-1.2,-1.6,-1.1,26.0,1.2,2.5
CCN(CC)S(=O)(=O)c1ccc(C(=O)N2CCN(CCN3C(=O)c4cccc5cccc(c45)C3=O)CC2)cc1,·,-0.2,-4.6,-3.5,·,-2.0,·,25.7,6.6,0.2
COc1cc(CCC(=O)OCC(=O)Nc2ccc(F)c(F)c2F)cc(OC)c1OC,5.9,-3.2,-10.3,-1.9,3.0,-0.9,-6.7,-1.7,0.5,4.2

# An excerpt, so the mix of outcomes need not match the whole.
